Screening results deposited in PubChem by National Center for Advancing Translational Sciences (NCATS).
HEK293 tox – Cytotoxic Profiling in HEK 293 Cell Line of Diverse Libraries Using Quantitative High-Throughput Screening. HEK 293 viability, ATP luminescence (CellTiter-Glo), 48-72 h. Potency, µM (doses to about 115 µM), inactives show at the top dose activity change, negative = cytotoxicity, most hits filed as inhibitors. actives 6.6% (n = 94,000); note: potency is the fitted concentration of half-maximal effect; nearly all actives have a fitted effect of over 60% in size
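Viability of HEK 293 cells, plated at 250 cells/well, was judged by cellular ATP after compound treatment for 48 or 72 hr. Luminescence was imaged 10 min after CellTiter-Glo addition at room temperature.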
HEK293 viab – GF-AFC viability counterscreen for inhibitors of alpha-synuclein gene (SNCA) expression | Potency, µM (titrated, usually from 57.1 µM), inactives show at the highest dose activity change, negative = cytotoxicity, most hits filed as cytotoxic | HEK-293-SNCA-luc viability, GF-AFC fluorescence, 24 h | actives 0.12% (n = 150,000) | AID 1671193, 2021;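 note: potency is the fitted concentration of half-maximal effect; 0% = DMSO-treated cells and -100% = medium-only wells without cells; nearly all actives have a fitted effect of over 30% in size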
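HEK-293-SNCA-luc cells (1500/well) plated 24 h, then exposed 24 h to a dilution series; GF-AFC added 30 min at 37C, fluorescence 405/540 nm; normalised to medium-only and DMSO wells, Hill fit.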
GPT2 inhibitor – Primary qHTS assay for inhibitors of Glutamate pyruvate transaminase 2 (GPT2) | actives 0.25% (n = 100,000) | Potency, µM (series often up to 57.7 µM), without a hit: at the top dose activity change, negative = inhibition, hits mostly inhibitors | Alanine aminotransferase 2 (Homo sapiens), Q8TD30 | Recombinant GPT2, coupled pyruvate oxidase/HRP Amplex Red fluorescence; note: potency is the fitted concentration of half-maximal effect; nearly all actives have a fitted effect of over 60% in size; many of its hits are not listed in these tables
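Fluorescence of coupled pyruvate oxidase/HRP/Amplex Red system (50uM Amplex, 30 min, dark) reports pyruvate formed by GPT2. Enzyme reaction: 10ng/uL GPT2, 2mM L-alanine, 250uM a-KG, 30 min room temperature, pH 7.5; 50uM AOA control.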
NIH3T3 tox – Cytotoxic Profiling in NIH 3T3 Cell Line of Diverse Libraries Using Quantitative High-Throughput Screening; NIH 3T3 viability, CellTiter-Glo ATP luminescence, 48-72 h; Potency, µM (highest dose often 96.7 µM), for the others: at the top dose activity change, negative = cytotoxicity, most hits filed as inhibitors; actives 4.3% (n = 94,000); note: potency is the fitted concentration of half-maximal effect; nearly all actives have a fitted effect of over 55% in size
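NIH 3T3 cells at 400 cells/well received 23 nL of compound by pintool and were incubated 48 or 72 h at 37 °C. Viability was read as ATP-coupled CellTiter-Glo luminescence.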
IP6K1 inh – Primary qHTS assay for small molecule inhibitors of Inositol hexaphosphate kinase 1 (IP6K1); Inositol hexakisphosphate kinase 1 (Homo sapiens), Q92551; IP6K1 kinase, ADP-Glo luminescence, 2 h; hits give low values; activity change, % (series mostly up to about 58 µM); actives 0.81% (n = 140,000); in the data active = activity change below about -25%
Target sequence (Q92551 whole entry, looked up): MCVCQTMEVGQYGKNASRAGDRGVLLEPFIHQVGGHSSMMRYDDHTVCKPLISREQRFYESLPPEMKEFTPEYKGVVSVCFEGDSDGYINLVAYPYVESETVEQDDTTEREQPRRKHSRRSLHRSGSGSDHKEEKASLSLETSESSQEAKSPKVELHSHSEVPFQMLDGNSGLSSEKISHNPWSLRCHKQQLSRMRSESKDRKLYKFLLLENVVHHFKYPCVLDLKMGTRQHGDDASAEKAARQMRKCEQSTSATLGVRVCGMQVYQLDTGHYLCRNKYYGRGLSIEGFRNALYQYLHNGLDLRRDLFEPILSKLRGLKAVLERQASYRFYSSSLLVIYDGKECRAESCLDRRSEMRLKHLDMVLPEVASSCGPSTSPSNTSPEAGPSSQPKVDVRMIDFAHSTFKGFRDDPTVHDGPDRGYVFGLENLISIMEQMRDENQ
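ADP-Glo luminescence measures ADP made by human IP6K1 during a 2 h RT reaction with ATP/IP6 (mix at 1.3 mM/130 uM); top library doses 57.5 and 19.1 uM final.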
SNCA expr inhib – Primary qHTS assay for inhibitors of alpha-synuclein gene (SNCA) expression; HEK-293 SNCA-luciferase knock-in, luminescence, 24 h; actives 0.17% (n = 140,000); Potency, µM (top dose mostly 57.2 µM), for the others: at the top dose activity change, negative = inhibition, actives largely listed as inhibitors;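 note: potency is the fitted concentration of half-maximal effect; plate controls were DMSO cells for no effect and cell-free wells for full effect; nearly all actives have a fitted effect of over 45% in size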
Luciferase inh – Firefly luciferase inhibition profiling of diverse chemical library using quantitative high-throughput screening; Luciferin 4-monooxygenase (Photinus pyralis), P08659; purified P. pyralis luciferase, luminescence, biochemical; Potency, µM (top dose mostly 115 µM), for the others: top-dose activity change, negative = inhibition, most hits filed as inhibitors; actives 2.5% (n = 76,000); AID 1347043, 2019; note: potency is the fitted concentration of half-maximal effect; nearly all actives have a fitted effect of over 65% in size
Target sequence (P08659 whole entry, looked up): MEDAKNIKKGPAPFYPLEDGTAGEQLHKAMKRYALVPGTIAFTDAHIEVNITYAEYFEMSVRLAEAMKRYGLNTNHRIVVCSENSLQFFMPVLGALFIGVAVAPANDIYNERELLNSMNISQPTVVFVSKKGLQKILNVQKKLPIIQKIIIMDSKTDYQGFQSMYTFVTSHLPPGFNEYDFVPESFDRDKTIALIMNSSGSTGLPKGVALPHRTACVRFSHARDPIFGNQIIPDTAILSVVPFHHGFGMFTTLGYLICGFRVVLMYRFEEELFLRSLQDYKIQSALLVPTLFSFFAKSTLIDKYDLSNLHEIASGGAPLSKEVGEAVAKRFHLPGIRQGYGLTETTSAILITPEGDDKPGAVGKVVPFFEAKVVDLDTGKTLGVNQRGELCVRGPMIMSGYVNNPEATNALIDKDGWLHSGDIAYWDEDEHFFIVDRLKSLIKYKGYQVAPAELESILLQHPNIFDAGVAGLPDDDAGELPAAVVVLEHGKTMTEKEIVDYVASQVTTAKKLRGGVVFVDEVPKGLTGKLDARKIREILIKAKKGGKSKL
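Luminescence read by CCD imaging after purified firefly luciferase (10nM final) was added to substrate buffer holding 10uM D-luciferin and 10uM ATP, pH 7.5, pre-dosed with compound.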
* marks the source's active call; other numbers are inactive results; i = inactive; ? = inconclusive; / = no result given; ! = not active in a repeat; [ ] = another dose, or the depositor's remark. Unless noted, calls come from the whole dose curve; as a rule, active = well fitted curve in the direction sought with a large enough effect; inconclusive = small, poorly fitted or top-dose-only effect, or another doubt; inactive = no such curve, though single readings can be large; an effect the other way counts as inactive or inconclusive. Unless noted, % is set by controls: 0 for no effect and ±100 for the full control effect. Some of the compounds tested; rates above refer to the full screens.

Every second line gives: HEK293 tox	HEK293 viab	GPT2 inhibitor	NIH3T3 tox	IP6K1 inh	SNCA expr inhib	Luciferase inh
1: O=C(NCCc1ccccc1)c1ccc(Cn2c(=O)c3cccn3c3cccnc32)cc1
    /	-2%	/	/	18	11%	/
2: O=C(C1CCCN1C(=O)c1ccc(Cl)nc1)N1CCC(c2ccccc2)CC1 (configuration not stated)
    -5%	5%	-2%	-25%	-4	-5%	/
3: CCN1CCN(C(c2ccc(F)cc2)c2c(O)cc(C)n(CCOC)c2=O)CC1 (configuration not stated)
    /	-1%	/	/	16	6%	/
4: Cc1cn2c(=O)cc(COc3cccc(NC(=O)c4ccccc4C)c3)nc2s1
    /	-13%	/	/	9	6%	/
5: CCN(Cc1ccncc1)C(=O)C1(Oc2ccc(C)cc2)CCNCC1
    -2%	-20%	?	-5%	1	-17%	0%
6: CCOC(=O)C1CCN(C(c2ccccc2)c2c(O)cc(C)n(Cc3ccco3)c2=O)CC1 (configuration not stated)
    /	-6%	/	/	11	-5%	/
7: CCCCNC(=O)CCc1cc2ccc(C)cc2[nH]c1=O
    11%	0%	3%	-8%	25	11%	0%
8: O=C(Cn1nc(-c2ccc(Cl)cc2)c2ccccc2c1=O)Nc1cccc(Br)c1
    /	-3%	/	/	12	-10%	/
9: CC(C)c1ccc(N2C(=O)[C@@H]3C[C@@H](NC(=O)C4CCN(c5nccc(C(F)(F)F)n5)CC4)CCN3C2=O)cc1
    ?	-12%	i	?	8	-1%	2%
10: Cc1nn(-c2ccccc2)c2c1C(C)N(C1CCCN(C(=O)Nc3ccccc3)C1)C2=O (configuration not stated)
    ?	/	/	?	8	/	/
11: COc1cc(C(=O)NCC(c2ccc(Cl)cc2)N2CCOCC2)cc(OC)c1OC (configuration not stated)
    /	-1%	/	/	-14	-8%	/
12: CCCCc1nc2ccccc2n2c(-c3ccc(C)cc3)c3c(=O)n(C)c(=O)n(C)c3c12
    /	-4%	/	/	-19	?	/
13: O=c1c2c(CO)c(-c3ccccc3)nn2ccn1Cc1cc(F)ccc1F
    -2%	8%	-10%	-6%	9	26%	-10%
14: COc1ccccc1OCCN1C(=O)C2(CCOCC2)CC1c1nnnn1C(C)(C)C (configuration not stated)
    -21%	-7%	i	-23%	12	122%[activator]	0%
15: O=C(Nc1ccc(F)cc1F)c1ccc2c(=O)n3c(nc2c1)CCCCC3
    /	3%	/	/	-6	-29%	/
16: NCc1cc(NC(=O)c2ccccn2)cc(C(=O)N2CC[C@H]3CNC[C@H]32)c1
    -2%	12%	i	-5%	9	-10%	-4%
17: COc1ccc(OC)c(CN2CCCC(COc3ccccc3C(=O)N3CCCC3)C2)c1 (configuration not stated)
    -28%	5%	-5%	i	6	-1%	-4%
18: CN(C(=O)CCc1nc(-c2ccccc2F)no1)c1ccc(Cl)cc1
    /	4%	/	/	-3	13%	/
19: O=C(c1ccno1)N1CCOC[C@H](Oc2ccc(C(F)(F)F)cc2)C1
    -18%[172 µM]	1%[87.6 µM]	-7%[88.5 µM]	-7%[138 µM]	17	-20%[87.6 µM]	-5%[172 µM]
20: CCOC(=O)c1c(S(=O)(=O)N2CCN(c3cccc(C(F)(F)F)c3)CC2)c(C)n(C)c1C
    /	8%	/	/	9	-3%	/
21: CCOc1ccccc1C1CC(=O)Oc2c1c(=O)n(C)c1ccccc21 (configuration not stated)
    /	?	/	/	4	-29%	/
22: COc1ccccc1-c1ccnc(N[C@H]2CO[C@H]3[C@@H]2OC[C@@H]3NC(=O)Nc2cccc(C(F)(F)F)c2)n1
    -3%	7%	1%	-26%	-9	-2%	1%
23: COCc1nnc2n1CCC(NC(=O)CCc1ccc(OC)cc1)CC2 (configuration not stated)
    0%	6%	i	-2%	-4	2%	7%
24: CCn1cc(C(=O)NCCCN2CCCC(C)C2)c(=O)c2cc(S(=O)(=O)N(C)C3CCCCC3)ccc21 (configuration not stated)
    /	-13%	/	/	-4	9%	/
25: CC(C)OCCCNC(=O)C1Cn2cccc2C(=O)N1 (configuration not stated)
    1%	-1%	i	i	-5	-8%	10%
26: O=C(CN1CCSc2ccccc21)NCc1ccccc1F
    /	-6%	/	/	33	63%[activator]	/
27: Cc1ccc2nc(CSc3nnc(NC(=O)C(C)C)s3)cc(=O)n2c1
    /	6%	/	/	4	-4%	/
28: O=C(c1ccc(Cl)cc1)N1CC2(CCN(C3COC3)C2)Cc2ccccc21 (configuration not stated)
    -27%	-1%	-3%	-8%	-15	-1%	/
29: O=C(C1CC1)N1CCC(Cc2nc(-c3ccccc3)n[nH]2)C1 (configuration not stated)
    9%	10%	i	?	8	2%	-2%
30: COc1nccnc1NC1CCN(C(=O)COc2ccc(C)cc2)CC1
    4%	-5%	i	-6%	2	-16%	-7%
31: Cc1ccc(NC(=O)CSc2nc(C)c(Cc3ccccc3)c(=O)[nH]2)cc1C
    /	3%	/	/	-8	-19%	/
32: O=C(NCCNC(=O)C1CC1)c1ccc(-c2cncnc2)cc1
    i	/	/	2%[138 µM]	-19	/	/
33: Cc1nn2c(c1-c1ccccc1N1CCCC1)N(C(=O)c1cccc(N(C)C)c1)CCC2
    89µM*	-30%[87.6 µM]	0%[88.5 µM]	?	11	?	-11%[172 µM]
34: CC1(C)C[C@H](NC(=O)c2cccc(F)c2)[C@@]2(CCC(=O)NCc3ccco3)CC[C@](C)(O)C[C@@H]12
    ?	-4%	-24%	?	-4	5%	1%
35: CN(CC1CCOCC1)S(=O)(=O)c1cc(F)cc(F)c1
    1%	10%	i	-12%	12	-30%	-2%
36: COc1cccc(C2C(C(=O)Nc3ccc(C)cc3C)=C(C)Nc3c(C(=O)Nc4cccc(C)c4)cnn32)c1OC (configuration not stated)
    /	7%	/	/	-7	?	/
37: Cc1c(C(=O)N2CCCC2)oc2c1-c1nn(CC(=O)NCc3ccc(OC(C)C)cc3)cc1CC2
    /	?	/	/	11	?	/
38: C=CCNC(=O)N[C@H]1CCN2C(=O)c3ccc(Cl)cc3NC(=O)[C@@H]2C1
    ?	-15%[87.6 µM]	i	32µM*	-2	?	-4%[172 µM]
39: CCS(=O)(=O)NCC1(COc2ccc(S(C)(=O)=O)cc2)C[C@@H](O)[C@@H](O)C1 (some centres not stated)
    i	3%[87.6 µM]	2%[88.5 µM]	i	-2	4%[87.6 µM]	10%[172 µM]
40: COC(=O)CNC(=O)C1CCc2nnc(-c3ccccc3OC)n21 (configuration not stated)
    3%	4%	-2%	-3%	1	7%	/
41: CN(c1ccccc1)C1CNC1
    5%[287 µM]	1%[87.6 µM]	1%[88.5 µM]	i	-9	17%[87.6 µM]	/
42: CCCCn1c(SCC(=O)c2ccccc2)nc2c(sc3ccccc32)c1=O
    /	7%	/	/	-15	11%	/
43: Cc1nc(N2CCC(C(=O)NCCc3ccccc3)CC2)cc(C(F)(F)F)n1
    ?	-20%	-2%	-22%	-1	-5%	-5%
44: O=C(Nc1ccc(Oc2ccccc2)cc1)N[C@H]1CO[C@H]2[C@@H]1OC[C@@H]2n1cc(-c2ccccc2)nn1
    ?	-26%	?	?	15	11%	7%
45: COc1ccc(CNC(=O)c2cc(-c3cccs3)nc3ccccc23)c(OC)c1
    /	16%	/	/	18	-11%	/
46: CC(C)c1ccc(N2C(=O)N[C@@H]3CCN(C(=O)c4ccc(C(F)(F)F)cc4)[C@@H]3C2=O)cc1
    -3%	-8%	-13%	0%	3	-1%	-3%
47: Cn1nccc1CN1CCC(n2cc[nH]c2=O)CC1
    2%[172 µM]	-13%[87.6 µM]	i	-6%[138 µM]	4	?	6%[172 µM]
48: O=C(CN1C(=O)CNC1=O)NCc1cccnc1Oc1ccccc1F
    -1%	-4%	-51%	-17%	8	5%	-1%
49: COc1cccc(CC(=O)N2CCCN(c3cc(-c4ccc(Br)cc4)[nH]n3)CC2)c1
    45µM*	-28%	?	35µM*	-1	?	6%
50: COCC1CN(S(=O)(=O)c2c(C)noc2C)CC12CCNCC2 (configuration not stated)
    -23%	-2%	-9%	-4%	23	6%	9%
51: CC1(CNc2ccccc2)COc2ccc(C(=O)NCCOc3ccccc3)cc2N1 (configuration not stated)
    40µM*	-26%[87.6 µM]	0%[88.5 µM]	32µM*	-12	-2%[87.6 µM]	?
52: COCc1nc(C2CC(Nc3ncnc4ccsc34)C2)cc(=O)[nH]1 (configuration not stated)
    4%	-2%	0%	-22%	0	11%	8%
53: Cc1cc(C)cc(-c2ccc(C(=O)NCCCn3ccnc3C(C)C)cn2)c1
    ?	1%	1%	?	2	-28%	4%
54: CCC1CCCCN1C(=O)c1nn(-c2ccc(C)cc2)c(=O)c2c1c1ccccc1n2C (configuration not stated)
    /	-11%	/	/	28	19%	/
55: CC(C)N1CCC(N2CCN(Cc3cn[nH]c3-c3cccc(F)c3)CC2CCO)CC1 (configuration not stated)
    -4%	8%	-3%	4%	-1	4%	2%
56: O=C(c1ccc(OCCN2CCCCC2)cc1)c1c(-c2ccc(O)cc2)sc2cc(O)ccc12
    /	?	8.9µM*!	/	-15	7%	/
57: O=C(NCC(F)F)C1CN(Cc2ccccc2)C(=O)N1 (configuration not stated)
    0%[172 µM]	9%[87.6 µM]	-29%[88.5 µM]	i	-17	2%[87.6 µM]	3%[172 µM]
58: CCOc1ccc(NC2SC(=O)N(Cc3ccccc3)C2=O)cc1 (configuration not stated)
    /	4%	/	/	15	-22%	/

Given bar-delimited: part of the list above
entry | Molecule | HEK293 tox | HEK293 viab | GPT2 inhibitor | NIH3T3 tox | IP6K1 inh | SNCA expr inhib | Luciferase inh
38 | C=CCNC(=O)N[C@H]1CCN2C(=O)c3ccc(Cl)cc3NC(=O)[C@@H]2C1 | ? | -15%[87.6 µM] | i | 32µM* | -2 | ? | -4%[172 µM]
40 | COC(=O)CNC(=O)C1CCc2nnc(-c3ccccc3OC)n21 (configuration not stated) | 3% | 4% | -2% | -3% | 1 | 7% | /
49 | COc1cccc(CC(=O)N2CCCN(c3cc(-c4ccc(Br)cc4)[nH]n3)CC2)c1 | 45µM* | -28% | ? | 35µM* | -1 | ? | 6%
32 | O=C(NCCNC(=O)C1CC1)c1ccc(-c2cncnc2)cc1 | i | / | / | 2%[138 µM] | -19 | / | /
41 | CN(c1ccccc1)C1CNC1 | 5%[287 µM] | 1%[87.6 µM] | 1%[88.5 µM] | i | -9 | 17%[87.6 µM] | /
